ABHD4 inh = ABHD4 inhibitors, primary screen, biochemical, fluorescence polarization, mouse; inhibition, % at 8.92 µM; hit rate 0.54% among 370,000; (Lyso)-N-acylphosphatidylethanolamine lipase (Mus musculus), Q8VD66; purified mABHD4, FP-Rh probe fluorescence polarization;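 active = inhibition exceeding the mean over every tested compound plus 3 SD, cut at about 30% in these data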;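 also: 0% = plate median of compound wells and 100% = S159A mutant with DMSO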
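Test system: mABHD4 protein | Buffer or medium: HEPES pH 7.0 buffer, 150 mM NaCl, 0.01% Pluronic F-127 | Probe or stimulus: FP-Rh fluorescent activity-based probe, added after compound pre-incubation | Timing: Pre-incubation 45 min, probe exposure 60 min, at 25 °C | Technique: Fluorescence polarization, excitation 525 nm, emission 598 nm, BODIPY TMR filters | Repeats: Single well per compound (singlicate)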
PRMT1 inh = PRMT1 methyltransferase inhibitors, primary screen, biochemical, fluorescence polarization; recombinant PRMT1, activity-based probe fluorescence polarization; inhibition, % at 2.79 µM; AID 652257, 2013; Protein arginine N-methyltransferase 1 (Homo sapiens), Q99873; hit rate 1.3% among 370,000;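 active = inhibition above about 21% made by adding two undisclosed values, limit read from the data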
Target sequence (Q99873 whole entry, looked up): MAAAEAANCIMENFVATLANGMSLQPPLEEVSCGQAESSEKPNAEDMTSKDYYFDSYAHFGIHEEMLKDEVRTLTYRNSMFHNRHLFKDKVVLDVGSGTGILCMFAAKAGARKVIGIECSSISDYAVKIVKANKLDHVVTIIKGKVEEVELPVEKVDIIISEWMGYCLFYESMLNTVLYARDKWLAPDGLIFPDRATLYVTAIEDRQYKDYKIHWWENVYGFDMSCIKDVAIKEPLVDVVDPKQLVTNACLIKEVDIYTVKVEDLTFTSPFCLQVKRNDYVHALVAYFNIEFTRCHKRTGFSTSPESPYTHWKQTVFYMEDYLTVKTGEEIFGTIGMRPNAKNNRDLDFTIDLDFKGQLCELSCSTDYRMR
rCAG binder = binders of r(CAG) RNA repeats, primary screen, biochemical, fluorescence. r(CAG) RNA repeat, TO-PRO-1 dye displacement fluorescence. inhibition, % at 3 µM. hit rate 1.3% among 370,000;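 active = inhibition above the plate cutoff, the mean of all test compounds on that plate plus 3 SD, cut at about 35% in these data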;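 also: 0% = DMSO alone and 100% = 100 µM mitoxantrone as full dye displacement; higher means more dye released from RNA so lower well fluorescence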
SIAE inh = human SIAE inhibitors, primary screen, biochemical, fluorescence polarization, FP-Rh probe, 1536-well HTS; Sialate O-acetylesterase (Homo sapiens), Q9HAT2; SIAE FP-Rh probe binding; inhibition, % at 9.66 µM; hit rate 0.69% among 370,000; AID 1053197, 2014;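 active = inhibition above a cutoff: mean of compounds within the control limits plus 3 SD of those, cut at about 17% in these data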;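 also: 0% = plate median of compound wells and 100% = probe without SIAE protein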
LEDGF integ inh = blockers of LEDGF/p75-dependent integrase strand transfer – biochemical, TR-FRET, high throughput, primary screen; HIV-1 integrase (with human LEDGF/p75); TR-FRET IN-LEDGF/p75 DNA integration, Eu/Cy5; inhibition, % at 3.7 µM; hit rate 0.64% among 370,000; AID 743269, 2014;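 active = inhibition above the screen-wide mean plus 3 SD, cut at about 13% in these data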;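 also: signal is the Cy5 over europium emission ratio at 671 and 618 nm; 0% = plate median of compound wells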
NPR2 activator = human GC-B receptor activators, primary screen, HEK293 GC-B cells, cGMP TR-FRET, EC30 CNP. Atrial natriuretic peptide receptor 2 (Homo sapiens), P20594. 0% at EC30 CNP, 100% saturating CNP. activation, % at 10 µM. hit rate 0.11% among 370,000. AID 1920062, 2024;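 active = activation at 10 µM reaching about 35% in either raw or pattern-adjusted values, limit read from the data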
TDP2 absorb = human TDP2 enzyme inhibitors, primary screen, biochemical, epi absorbance, recombinant enzyme. T5PNP hydrolysis, p-nitrophenol absorbance 415 nm. hit rate 0.34% among 370,000. Tyrosyl-DNA phosphodiesterase 2 (Homo sapiens), O95551. inhibition, % at 12.8 µM;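 active = inhibition above the mean of all tested compounds plus 3 SD, set per campaign, cut at about 25% in these data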;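 also: 0% = DMSO with enzyme and 100% = buffer with substrate but no TDP2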
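Assay system: Recombinant human TDP2 | Quantity: 120 nM TDP2 per well | Incubation: 2 h at 37 °C | Signal: Epi absorbance | Evaluation: Percent inhibition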
HTRA1 inh = HTRA1 serine protease inhibitors, primary screen, biochemical, fluorescence polarization, HTS. Q92743. recombinant HTRA1, FP-rhodamine activity-based probe. inhibition, % at 5.96 µM. hit rate 0.5% among 340,000. AID 504803, 2011; in the data active = inhibition above about 36%;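 also: 0% = enzyme with DMSO and 100% = wells lacking enzyme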
MBD2 DNA inh = inhibitors of MBD2 binding to methylated DNA, primary screen, biochemical, TR-FRET, DNA-binding domain, human; MBD2 binding to methylated oligonucleotide; inhibition, % at 4.4 µM; Methyl-CpG-binding domain protein 2 (Homo sapiens), Q9UBB5; hit rate 0.31% among 370,000; AID 686964, 2013; in the data active = inhibition above about 13%
Target sequence (Q9UBB5 whole entry, looked up, the tested form may be a part): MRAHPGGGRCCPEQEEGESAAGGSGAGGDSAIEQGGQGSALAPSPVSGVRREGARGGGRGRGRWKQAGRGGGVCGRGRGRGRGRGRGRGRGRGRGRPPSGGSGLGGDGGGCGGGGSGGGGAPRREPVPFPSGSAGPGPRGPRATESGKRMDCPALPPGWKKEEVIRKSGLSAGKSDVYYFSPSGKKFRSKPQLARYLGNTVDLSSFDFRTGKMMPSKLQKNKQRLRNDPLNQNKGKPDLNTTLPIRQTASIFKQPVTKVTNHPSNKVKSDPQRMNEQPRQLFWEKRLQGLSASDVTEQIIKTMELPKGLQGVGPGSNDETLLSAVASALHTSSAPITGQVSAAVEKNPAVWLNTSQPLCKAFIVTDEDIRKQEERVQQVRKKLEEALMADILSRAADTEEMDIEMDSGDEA
TCR-CD3 inh = inhibitors of human TCR-CD3 interaction, primary screen, biochemical, fluorescence, TAMRA-labeled TCR probe | hit rate 0.37% among 360,000 | inhibition, % at 9.4 µM | AID 651800, 2012; in the data active = inhibition above about 19%;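 also: recombinant mutant TCR 2C K166C tagged with TAMRA read by polarization; 0% = receptor in buffer alone and 100% = receptor with positive control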
The depositor's hits bear a star; / = no result given; & = joins results of further samples.

SMILES	ABHD4 inh	PRMT1 inh	rCAG binder	SIAE inh	LEDGF integ inh	NPR2 activator	TDP2 absorb	HTRA1 inh	MBD2 DNA inh	TCR-CD3 inh
Nn1c(Cc2cccc3ccccc23)nnc1SCc1ccccc1Cl	-1	-1	0	-1	-3	0	2	-8	1	5
O=S(=O)(Nc1ccc(Br)cc1)N1CCOCC1	3	-1	2	-6	1	-1	4	0	1	5
COc1ccc(NC(=O)C[C@H]2C(=O)N(c3ccc(OC)cc3)C[C@@H]2C)cc1	2	5	1	6	-7	-2	-1	3	-1	-8
O=C(O)/C=C/C(=O)Nc1ccccc1-c1ccccc1NC(=O)/C=C/C(=O)O	6	53*	4	2	5	-1	-4	-3	0	3
O=C(c1ccc2c(c1)C(=O)N(Cc1ccco1)C2O)N1CCOCC1 (centres undefined)	7	3	3	4	-3	-4	6	1	5	-1
Cn1c(=O)c2[nH]c(Cc3ccsc3)nc2n(C)c1=O	4	2	1	-1	-2	4	6	8	3	8
CC12CC(NC(=O)N1Cc1ccccc1)c1ccccc1O2 (centres undefined)	2	0	-4	7	0	4	4	-5	-7	4
CCOC(=O)Cc1csc(NC(=O)CCCC(=O)O)n1	1	0	-1	1	-1	-1	-7	/	-7	-9
Nc1cnn(Cc2ccc(F)cc2)c1	4	4	1	-3	-5	-7	5	7	-4	0
COc1cc(C(C)=O)ccc1OCC(=O)Nc1cc(S(=O)(=O)N2CCOCC2)ccc1N1CCCC1	6	1	2	9	-1	-3	8	2	-2	4
C[C@]12CCC(=O)C=C1CC[C@@H]1[C@@H]2[C@@H](O)C[C@@]2(C)[C@H]1CC[C@]2(O)C(=O)CO	5&-1	-3&-2	2&-1	-4&-7	1&-2	4&4	2&4	2&1	-4&1	-2&8
O=S(=O)(NCc1cc(-c2ccc(Cl)cc2)no1)c1ccc(Cl)cc1	-12	1	4	-3	-3	-5	0	-29	-2	3
Cc1cc(C)nc(NC2=NCC(=O)N2c2ccc(F)c(Cl)c2)n1	1	0	2	2	-1	5	-1	1	3	3
CCC(C)(C)NC(=O)C1CCN(c2nc(C)cc(C)n2)CC1	-11	-3	1	-12	5	4	-22	1	3	6
CCOC(=O)c1ccc(NC(=O)Nc2ccccn2)cc1	9	0	-1	-4	-2	-2	-6	-6	1	1
COc1cc(NC(=O)c2cc(C)on2)cc(C(=O)Nc2cccc(C(F)(F)F)c2)c1	-131&-93	0&2	4&11	-144&-116	2&1	-2&4	-1&-10	-112&-143	-3&-1	6&2
Brc1nc(-c2ccccc2)nc(-c2ccccc2)c1Br	5	0	2	2	-2	-18	5	/	-4	2
CC(C)c1ccccc1OCCNS(C)(=O)=O	6	-2	0	0	-1	0	18	0	7	2
OCCC1CN(Cc2cn[nH]c2C2CCCCC2)CCN1C1CCCC1 (centres undefined)	5	2	-5	-2	-5	6	-8	4	2	1
N=c1c2c(ncn1CCN1CCOCC1)Oc1ccc3ccccc3c1C2c1ccccc1 (centres undefined)	-15	1	0	-2	1	-17	-10	-67	-8	-2
CCOc1ccc(CCNC(=O)CN2C(=O)NC3(CCCC3)C2=O)cc1OCC	-1	2	-7	4	-1	-1	3	1	1	-2
CCN1C(=O)[C@H]2[C@@H](c3ccc(-c4ccccc4)cc3)N[C@@](C)(C(=O)OC)[C@H]2C1=O	8	-2	-6	-2	1	5	12	0	3	0
CCCN1Cc2cccc(C(N)=O)c2C1=O	1	-2	4	-5	-1	-2	-3	0	-1	1
C=CCN1C(C(=O)c2ccccc2)=C(OC(=O)COc2ccccc2)c2ccccc2S1(=O)=O	6	4	0	-2	-3	0	-6	-2	1	-2
Nc1nc2ncccc2cc1C(=O)NC1CCCCC1	4	-3	3	5	5	-5	-2	/	-5	9

The results go on.
SMILES	ABHD4 inh	PRMT1 inh	rCAG binder	SIAE inh	LEDGF integ inh	NPR2 activator	TDP2 absorb	HTRA1 inh	MBD2 DNA inh	TCR-CD3 inh
O=C(NNc1nc(-c2ccccc2)cs1)c1cccs1	3	51*	26	6	-2	-4	5	/	1	-1
COc1ccc2[nH]c(=O)c(CN(Cc3cccs3)S(=O)(=O)c3cccc4nsnc34)cc2c1	4	-4	1	2	1	1	5	3	-4	4
COc1cc(NC(=S)NCc2ccco2)c(OC)cc1Cl	3	0	2	-2	-5	3	-19	3	1	0
O=C(Nc1ccc(S(=O)(=O)N2CCOCC2)cc1)c1ccc([N+](=O)[O-])cc1Cl	-7	-2	3	-1	0	2	-11	-5	-3	-7
CCOc1ccc(N2C(=O)/C(=C\c3ccccc3OC)S(=O)(=O)C2c2cccc([N+](=O)[O-])c2)cc1 (centres undefined)	-20	-2	15	-1	2	3	5	-5	-5	-3
O=C(NNC(=O)C1CCN(C(=O)Nc2ccccc2)CC1)c1ccc([N+](=O)[O-])cc1	0	-2	2	3	1	0	-7	-1	-6	-2
Cc1ccc(NC(=O)CNC(=O)CC23CC4CC(CC(C4)C2)C3)c(O)c1	-7	-3	3	-11	6	-5	-6	-5	2	2
CN1CCN(NC(=O)/C=C/c2ccc(C(C)(C)C)cc2)CC1	-5	-5	-12	9	-1	5	8	-1	0	4
COc1ccccc1NC(=O)c1oc2ccccc2c1NC(=O)c1ccco1	-8	-4	4	-4	0	3	6	-4	4	2
Brc1cccc(CNc2nc3ccccc3n2CCN2CCOCC2)c1	-2	1	-6	0	-6	-9	4	-2	0	-2
CCCCN(C(=O)c1ccc(S(=O)(=O)N2CCC(C)CC2)cc1)C1CCS(=O)(=O)C1 (centres undefined)	8	1	-8	1	0	-1	9	-4	4	0
COc1ccc(C(=O)CSc2nnn(-c3cccc(NC(C)=O)c3)n2)cc1	-1	3	0	-6	-4	-10	-6	/	-3	-2
COc1ccc(NC(=O)C2CCCN2S(=O)(=O)c2ccc3c(c2)CCC(=O)N3)cc1Cl (centres undefined)	-5	4	2	-4	-2	-6	0	-2	-2	3
CN(C)CCCNC(=O)CC(c1ccc(F)cc1)c1ccco1 (centres undefined)	0	-4	-1	5	3	-12	-3	0	-8	7
Cc1ccc(S(=O)(=O)NCCC(=O)Nc2ccc(C)c(Cl)c2)cc1C	-15	-1	9	-2	-1	0	-4	-43	7	-2
COc1ccc(C)cc1N(C(=O)c1ccccc1F)c1nc2ccccc2s1	-17	4	2	-5	2	-1	-7	-24	-2	0
CC(C)N(Cc1ccccc1)S(=O)(=O)c1cccs1	-5	-2	-5	-2	0	-2	-6	0	1	2
COC(=O)c1cc2ccccn2c2c(C(=O)OC)c(C(=O)OC)cc1-2	9	-1	0	-3	0	-4	-12	5	-12	-2
CC1CC(C)CN(c2ccc(S(=O)(=O)N3CCOCC3)cc2)C1 (centres undefined)	1	-1	-9	10	1	0	2	-1	-4	-1
Cc1cc(C)c2c(-n3cccc3)c(NC(=O)OCc3ccccc3)sc2n1	-2	-1	-1	-3	-1	0	-2	-25	-1	1
Cc1ccc(C(=O)OCC(=O)N(CC(C)C)c2c(N)n(Cc3ccccc3)c(=O)[nH]c2=O)o1	4	1	2	6	-1	3	4	0	-3	6
Cc1ccc(C(=O)Nc2cccc(NC(=O)c3cccnc3)c2)cc1	0	-4	2	-3	0	-9	7	4	1	0
CC(=O)NCN1CCN(CNC(C)=O)CC1	-2	1	0	-1	0	4	-2	2	1	1
CCOc1ccc(OCC(=O)OCn2c(SC)nnc(C)c2=O)cc1	2	-3	-2	3	6	-5	4	-1	-3	-2
Cc1cc(NC(=O)c2ccc(-c3ccccc3[N+](=O)[O-])o2)no1	-1	-3	7	-4	3	3	2	-9	-3	5
CN(CC(=O)Nc1ccc(Cl)cc1)C(=O)CNC(=O)c1cccs1	0	-2	4	2	1	-2	-6	-4	1	0
CN(C)c1ccc(/C=C(\NC(=O)c2ccccc2)C(=O)NCCN2CCOCC2)cc1	-47	-4	-8	0	-5	-5	-8	-14	-3	-15

Molecules from the list above with a thiophene ring, fused or not, in the order listed:
SMILES	ABHD4 inh	PRMT1 inh	rCAG binder	SIAE inh	LEDGF integ inh	NPR2 activator	TDP2 absorb	HTRA1 inh	MBD2 DNA inh	TCR-CD3 inh
Cn1c(=O)c2[nH]c(Cc3ccsc3)nc2n(C)c1=O	4	2	1	-1	-2	4	6	8	3	8
O=C(NNc1nc(-c2ccccc2)cs1)c1cccs1	3	51*	26	6	-2	-4	5	/	1	-1
COc1ccc2[nH]c(=O)c(CN(Cc3cccs3)S(=O)(=O)c3cccc4nsnc34)cc2c1	4	-4	1	2	1	1	5	3	-4	4
CC(C)N(Cc1ccccc1)S(=O)(=O)c1cccs1	-5	-2	-5	-2	0	-2	-6	0	1	2
Cc1cc(C)c2c(-n3cccc3)c(NC(=O)OCc3ccccc3)sc2n1	-2	-1	-1	-3	-1	0	-2	-25	-1	1
CN(CC(=O)Nc1ccc(Cl)cc1)C(=O)CNC(=O)c1cccs1	0	-2	4	2	1	-2	-6	-4	1	0

Screens deposited in PubChem by several laboratories.

Only part of the results is shown; the hit share may differ from the screen's.
